# Pf growth 96h: inhibits malaria parasite growth, 96 h. P. falciparum luciferase reporter growth, 96 h. Potency, µM (highest dose often 28.7 µM), for inactives: at the top dose activity change, negative = inhibition, most hits filed as inhibitors. 6.9% of 320,000 active. AID 504834; further: potency means the concentration at half of the fitted maximal effect; on the % scale 0 is the no-effect control and ±100 the full control effect
#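 Erythrocytes infected with luciferase-expressing P. falciparum were dispensed at 2% hematocrit and 0.05% parasitemia (final), then incubated with compounds 96 hours at 37 C in 5% CO2. Luminescence after detection reagent addition reported growth.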
# Shiga toxin inh: blocks Shiga toxin action in Vero cells | AID 2315 | inhibition, % at 38.7 µM | Vero cells, Shiga toxin protein synthesis inhibition reporter | 9.2% of 290,000 active; in the data active means inhibition mostly above about 28%, no sharp cut-off; inactive means mostly below about 43%; further: 0% is about no effect
# Pf growth 48h: P. falciparum growth inhibition at 48 hours (one generation); 5.9% of 310,000 active; P. falciparum luciferase growth in erythrocytes, 48 h; AID 504832; Potency, µM (series often up to 28.7 µM), without a hit: top-dose activity change, negative = inhibition, actives largely listed as inhibitors; further: potency means the concentration at half of the fitted maximal effect; on the % scale 0 is the no-effect control and ±100 the full control effect
#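 Firefly luciferase activity from engineered P. falciparum reports growth; inhibitors lower the luminescent signal. Cultures contained 2% hematocrit erythrocytes at 0.1% final parasitemia.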
# LmPK inhibitor: LmPK (Leishmania mexicana) enzyme inhibition | Q27686 | purified LmPK, Kinase-Glo ATP luminescence, 1 h | Potency, µM (highest dose often 57.5 µM), for inactives: at the top dose activity change, negative = inhibition, actives largely listed as inhibitors | 0.37% of 290,000 active; further: potency means the concentration at half of the fitted maximal effect; on the % scale 0 is the no-effect control and ±100 the full control effect
# Target sequence (Q27686 whole entry, looked up): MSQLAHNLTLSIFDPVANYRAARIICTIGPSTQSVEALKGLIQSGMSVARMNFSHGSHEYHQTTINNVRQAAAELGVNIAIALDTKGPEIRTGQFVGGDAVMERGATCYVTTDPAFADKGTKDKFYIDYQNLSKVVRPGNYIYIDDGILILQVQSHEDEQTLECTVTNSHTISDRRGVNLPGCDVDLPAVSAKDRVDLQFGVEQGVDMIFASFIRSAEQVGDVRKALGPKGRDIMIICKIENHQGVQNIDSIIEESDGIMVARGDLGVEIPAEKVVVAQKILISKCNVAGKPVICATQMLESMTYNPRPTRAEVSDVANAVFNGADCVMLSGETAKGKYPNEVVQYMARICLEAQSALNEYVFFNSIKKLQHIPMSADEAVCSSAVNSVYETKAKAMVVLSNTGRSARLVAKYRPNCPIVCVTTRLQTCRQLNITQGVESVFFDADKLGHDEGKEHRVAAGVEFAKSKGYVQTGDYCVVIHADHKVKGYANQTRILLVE
#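 qHTS format; LmPK 0.1 nM; substrates PEP 0.5 mM and ADP 0.1 mM. One-hour room-temperature incubation, then coupled luciferase luminescence; 0.5 nM enzyme wells mark activation.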
# Cycloheximide cs: counter-screen hit for Shiga toxin inhibitors, cycloheximide; cell reporter, cycloheximide protein synthesis inhibition counterscreen; max response, %; 12% of 300,000 active; AID 2314; in the data active means max response mostly above about 13%, no sharp cut-off; inactive means mostly below about 14%; further: read at 38.3 µM for the half of the compounds with a filed dose; 0% is about no effect
# Tb PYK inh: inhibitors of Trypanosoma brucei pyruvate kinase | Q57TT1 | 0.12% of 410,000 active | Potency, µM (top dose mostly 76.8 µM), for the others: at the highest dose activity, negative = inhibition, hits mostly inhibitors | TbPYK enzyme, Kinase-Glo Plus ATP luminescence, 45 min; further: potency means the concentration at half of the fitted maximal effect; on the % scale 0 is the no-effect control and ±100 the full control effect; nearly all actives have a fitted effect of over 50% in size
#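 TbPYK + substrate in 50 mM TEA pH 7.2, 100 mM KCl, 10 mM MgCl2, 0.05% BSA, 0.01% Tween-20; cpd pinned; ADP 130 uM final; 45 min RT; Kinase-Glo Plus 10 min; luminescence endpoint.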
# AmpC no deterg: inhibitors of E. coli AmpC beta-lactamase without detergent; AmpC nitrocefin hydrolysis, absorbance 480 nm, 0.0001% Triton; 0.52% of 330,000 active; P00811; Potency, µM (top dose mostly 57.1 µM), for the others: at the top dose activity change, negative = inhibition, most hits filed as inhibitors;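 further: potency means the concentration at half of the fitted maximal effect; plate controls were no compound for no effect and no enzyme for full effect; nearly all actives have a fitted effect of over 20% in size; some results filed as inactive show a strong effect at the top dose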
# Target sequence (P00811 whole entry, looked up): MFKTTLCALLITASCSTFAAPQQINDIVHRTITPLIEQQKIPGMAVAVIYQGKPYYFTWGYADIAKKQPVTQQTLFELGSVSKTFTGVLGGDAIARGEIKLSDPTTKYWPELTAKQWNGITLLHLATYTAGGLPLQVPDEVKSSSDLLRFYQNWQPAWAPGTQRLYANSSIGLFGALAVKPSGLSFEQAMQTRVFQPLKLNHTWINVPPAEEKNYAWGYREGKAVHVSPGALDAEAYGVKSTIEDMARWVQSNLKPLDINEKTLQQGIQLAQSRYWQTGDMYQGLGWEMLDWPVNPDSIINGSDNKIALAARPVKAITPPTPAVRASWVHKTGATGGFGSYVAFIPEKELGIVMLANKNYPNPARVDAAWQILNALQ
#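 20 mM phosphate pH 7.0 + 0.01% (detergent screen) or 0.0001% Triton X-100; 5.3 nM AmpC reagent; cpd preinc 15 min RT; nitrocefin (800 uM stock) to start; A480 q20 s × 4 min; Activity was normalised to no-enzyme and no-compound control wells.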
# Numbers without * were called inactive; ? = inconclusive; / = not tested or not shown; [ ] = dose if it differs, or a comment. Unless noted, the call rests on the fitted dose curve; in most records, active means well fitted curve in the direction sought with a large enough effect; inconclusive means small, poorly fitted or top-dose-only effect, or another doubt; inactive means no such curve, though single readings can be large; an effect the other way counts as inactive or inconclusive.
SMILES,Pf growth 96h,Shiga toxin inh,Pf growth 48h,LmPK inhibitor,Cycloheximide cs,Tb PYK inh,AmpC no deterg
COc1cccc(C2c3[nH]c4ccccc4c3C[C@H]3C(=O)N(c4ccccc4C(=O)N4CCCC4C(=O)O)C(=O)N23)c1 (stereo partly drawn),?,-4,?,-7%,0,0%,-25%
COC(=O)c1ccc(Oc2nc(Nc3ccc(C)c(C)c3)nc(N(C)C)n2)cc1,/,13,?,-1%,13,-20%,-11%
Nc1nc(N)c2nc(CNc3ccc(C(=O)NC(CCC(=O)O)C(=O)O)cc3)cnc2n1 (stereo not drawn),?,/,?,/,/,3%,-24%
CCOc1ccc(S(=O)(=O)N(C)c2ccc(OCC(=O)NCc3ccco3)cc2)cc1,?,-8,/,-2%,-4,-5%,5%
CC(=O)Nc1ccc2c(c1)N(C(C)=O)c1ccccc1CC2,?,-11,?,-3%,-1,2%,44%
Cc1cc(NCc2ccccc2)nc2ccccc12,17%,19,?,6%,15,-4%,-43%
O=C1CN(C(=O)c2ccccc2F)c2ccccc2N1,5%,-26,-14%,1%,-3,-5%,-10%
COC(=O)c1c(NC(=O)CSc2nnc(-c3cccnc3)n2Cc2ccco2)sc(C)c1C,-2%,2,?,5%,5,-5%,177%[activator]
c1ccc2c(c1)ncn2CCCOc1ccc2c(c1)CCC2,13µM*,98*,/,7%,19*,-7%,21%
CCCCC(CC)CNC(=O)c1ccc2c(=O)n(CCOC)c(=O)[nH]c2c1 (stereo not drawn),/,2,/,/,-7,-1%,/
N#CCN(C(=O)COC(=O)CCCNC(=O)c1ccc(Cl)cc1)c1ccccc1,-23%,/,-38%,/,/,4%,0%
O=C(C1=C[C@H](c2ccc3c(c2)OCO3)C[C@H](OCc2ccc(CO)cc2)O1)N1CCCCCCC1,?,28,?,5%,-1,6%,35%
Cc1c(C(=O)O)oc2ccc(S(=O)(=O)NCCC3=CCCCC3)cc12,?,6,?,3%,0,1%,-21%
CCN(CCCNC(=O)C1c2ccccc2C(=O)N(CCOC)C1c1ccc(F)cc1)Cc1ccccc1 (stereo not drawn),-20%,-28,-30%,0%,1,3%,76%[activator]
C/C(=N\Nc1ncc(Br)cn1)c1cccc([N+](=O)[O-])c1,-9%,90,37%[activator],1%,26*,1%,-21%
CCOc1ccc(-c2ccc(SCC(=O)Nc3nnc(C)s3)nn2)cc1,-8%,19,-3%,7%,10,3%,-12%
N#Cc1cc2c(nc1SCC(=O)Nc1ccc(Cl)cc1)C1CCN2CC1,1%,74,13µM*,8%,23*,10%,16%
COCc1nnc(SCC(=O)NCc2ccccc2)n1-c1ccccc1,-18%,-11,-8%,0%,-3,-6%,-12%
S=C(NCc1ccccc1)Nc1ccc2ccccc2c1,?,102*,20%,-1%,76*,2%,-21%
O=C(N/C=C/n1cnc2cc(C(F)(F)F)ccc21)c1ccccc1,3%,-10,?,0%,10,5%,3%
COCCCNC(=O)CN(CCc1ccccc1)S(=O)(=O)c1ccc(OC)cc1,17%,-21,-1%,-10%,2,6%,107%[activator]
N=C(N)SCc1ccc(Cl)cc1Cl,10µM*,-13,?,-2%,3,0%,-19%
Cc1ccc(-c2nc(CSCC(=O)NCc3cccnc3)c(C)o2)cc1,?,12,20%,-1%,-3,-11%,23%
NS(=O)(=O)c1ccc(CCNC(=O)CN2CCCCCC2)cc1,3%,-3,-16%,-2%,-3,0%,-42%
CCCCNC(=S)NNC(=O)c1csc2c1CCC(C)C2 (stereo not drawn),39%[activator],-15,40%[activator],5%,4,-7%,-35%
O=c1[nH]cnc2sc3c(c12)CN(Cc1ccccc1)CC3,-12%,-7,4%,-1%,-3,-8%,-15%
O=C(CSc1nnc2scc(-c3ccccc3)n12)N1CCCc2ccccc21,-1%,-21,-24%,-1%,-1,-2%,-23%
COc1ccccc1N1C(=O)C2C3C=CC(CC3)C2C1=O (stereo not drawn),-24%,-5,10µM*,4%,-2,1%,0%
COC(=O)COc1coc(CN2CCN(c3cccc(Cl)c3)CC2)cc1=O,?,-4,-5%,-9%,-3,0%,19%
CCOC(=O)C1CCN(Cc2cc(=O)oc3c(C)c(C)ccc23)CC1,-29%,15,?,1%,0,-10%,6%
COc1ccccc1NC(=O)c1ccc([N+](=O)[O-])cc1[N+](=O)[O-],?,17,5%,-8%,-3,-15%,-16%
COc1ccc(COC(=O)C2CCN(S(=O)(=O)c3ccc(OC)c(OC)c3)CC2)cc1,?,/,?,/,/,1%,66%[activator]
CCOc1ccccc1C1CC(c2ccccc2)Nc2nc(N)nn21 (stereo not drawn),4%,-7,/,6%,3,-3%,43%
O=C(Cn1cc(C=C2C(=O)NC(=O)NC2=O)c2ccccc21)NCC1CCCO1 (stereo not drawn),46%,-9,3%,-8%,-6,-3%,-17%
CCc1cccc(CC)c1NC(=O)C(CC)Sc1nc2ccncc2[nH]1 (stereo not drawn),17%,-7,34%[activator],2%,-3,0%,-21%
Cc1ccc(C)c(NC(=O)C[n+]2ccccc2)c1,?,-3,25%,1%,2,1%,-33%

# 14 entries out of the list, sorted by number of heavy atoms, lowest first:
SMILES,Pf growth 96h,Shiga toxin inh,Pf growth 48h,LmPK inhibitor,Cycloheximide cs,Tb PYK inh,AmpC no deterg
N=C(N)SCc1ccc(Cl)cc1Cl,10µM*,-13,?,-2%,3,0%,-19%
C/C(=N\Nc1ncc(Br)cn1)c1cccc([N+](=O)[O-])c1,-9%,90,37%[activator],1%,26*,1%,-21%
S=C(NCc1ccccc1)Nc1ccc2ccccc2c1,?,102*,20%,-1%,76*,2%,-21%
CC(=O)Nc1ccc2c(c1)N(C(C)=O)c1ccccc1CC2,?,-11,?,-3%,-1,2%,44%
COc1ccccc1NC(=O)c1ccc([N+](=O)[O-])cc1[N+](=O)[O-],?,17,5%,-8%,-3,-15%,-16%
Cc1c(C(=O)O)oc2ccc(S(=O)(=O)NCCC3=CCCCC3)cc12,?,6,?,3%,0,1%,-21%
CCOc1ccc(-c2ccc(SCC(=O)Nc3nnc(C)s3)nn2)cc1,-8%,19,-3%,7%,10,3%,-12%
COC(=O)COc1coc(CN2CCN(c3cccc(Cl)c3)CC2)cc1=O,?,-4,-5%,-9%,-3,0%,19%
O=C(CSc1nnc2scc(-c3ccccc3)n12)N1CCCc2ccccc21,-1%,-21,-24%,-1%,-1,-2%,-23%
COCCCNC(=O)CN(CCc1ccccc1)S(=O)(=O)c1ccc(OC)cc1,17%,-21,-1%,-10%,2,6%,107%[activator]
CCOc1ccc(S(=O)(=O)N(C)c2ccc(OCC(=O)NCc3ccco3)cc2)cc1,?,-8,/,-2%,-4,-5%,5%
Nc1nc(N)c2nc(CNc3ccc(C(=O)NC(CCC(=O)O)C(=O)O)cc3)cnc2n1 (stereo not drawn),?,/,?,/,/,3%,-24%
COC(=O)c1c(NC(=O)CSc2nnc(-c3cccnc3)n2Cc2ccco2)sc(C)c1C,-2%,2,?,5%,5,-5%,177%[activator]
CCN(CCCNC(=O)C1c2ccccc2C(=O)N(CCOC)C1c1ccc(F)cc1)Cc1ccccc1 (stereo not drawn),-20%,-28,-30%,0%,1,3%,76%[activator]

# Other compounds:
SMILES,Pf growth 96h,Shiga toxin inh,Pf growth 48h,LmPK inhibitor,Cycloheximide cs,Tb PYK inh,AmpC no deterg
Cc1ccccc1-n1nnnc1SCc1csc(-c2ccccc2)n1,9.3µM*,-7,/,19%,-3,-4%,-29%
CCOC(=O)Cn1c(=O)oc2cc(S(=O)(=O)N3CCN(C(=O)OCC)CC3)ccc21,11%,-4,12%,1%,-11,-3%,-1%
Cc1sc2nc(CSCC(=O)Nc3c(F)cccc3F)[nH]c(=O)c2c1C,1%,/,-1%,/,/,-5%,-20%
COc1ccccc1OCCNc1nc2c(c(=O)n(C)c(=O)n2C)n1C,-16%,-6,-3%,-6%,-4,-20%,-14%
CCCCNC(=O)COC(=O)CCC(=O)c1cccs1,49%[activator],10,16%,-2%,-1,3%,-5%
Cc1cnc(C(=O)Nc2ccccc2-n2cccc2)cn1,12µM*,9,8%,4%,3,3%,-9%
COc1ccc(-c2nc3ccccc3c(=O)n2CCOc2cc(C)ccc2C)cc1,?,13,?,-2%,-2,4%,-23%
CC(=O)c1ccc(NC(=O)CN2CCN(CC(=O)Nc3ccc(C(C)=O)cc3)CC2)cc1,11%,1,0%,2%,-2,-4%,-22%
Cc1occc1-c1nnc(SCC(=O)c2ccc3c(c2)OCCO3)n1CC1CCCO1 (stereo not drawn),9%,40*,-14%,2%,23*,2%,3%
COc1ccc(S(N)(=O)=O)cc1C(=O)OCCCOc1ccc(F)cc1,4%,-7,-16%[0.00184 µM],4%,-4,1%,-7%
CCOc1cc(S(=O)(=O)NCc2ccc(OC)cc2)c(OCC)cc1-n1cnnn1,?,-4,/,-8%,-1,2%,9%
O=c1c2ccccc2nc(/C=C/c2ccccc2)n1-c1ccccc1O,?,-4,9.3µM*,12%,-1,0%,-51%
CSCCC(NS(=O)(=O)c1c(Cl)cccc1Cl)C(=O)O (stereo not drawn),-2%,46,-7%,2%,-3,1%,-24%
O=C(Nc1cccc(S(=O)(=O)N2CCOCC2)c1)C1CC(=O)N(c2ccc3c(c2)OCCO3)C1 (stereo not drawn),?,/,?,/,/,0%,18%
Cc1c(C(=O)NCc2cccnc2)oc2ccc(S(=O)(=O)N3CCCCC3)cc12,?,1,5.2µM*,7%,-4,-7%,93%[activator]
COCCn1c(N)c(N(Cc2ccccc2)C(=O)C2CCCC2)c(=O)[nH]c1=O,-10%,6,7%,3%,-2,3%,-9%
COC(=O)c1cn(C)c2ccc(S(=O)(=O)N3CCOCC3)cc2c1=O,0%,-9,-1%,2%,2,-11%,-15%
Clc1cccc(NCc2nnc3n2CCCCC3)c1,?,8,22%,6%,-7,3%,-8%
O=C1CN=C(c2ccccc2)c2c(sc3c2CCCC3)N1,-6%,-7,-11%,-7%,-2,-1%,-28%
O=C(Cc1c[nH]c2ccccc12)NC1(C(=O)NC2CCCCC2)CCCCC1,?,-10,?,1%,1,1%,-3%
COCCNC(=O)c1cc2c(-c3ccc(Cl)cc3)nn(C)c2s1,15%,-11,/,16%,-5,1%,90%[activator]
Cc1onc(-c2ccccc2Cl)c1C(=O)Nc1ccc2c(c1)OCO2,?,24,?,4%,2,1%,-29%
COc1cccc(N=Cc2c(O)c3ccccc3oc2=O)c1,?,35,39%[activator],1%,21*,-8%,-27%
Cc1ccc2sc(N3CCN(C(=O)C4=COCCO4)CC3)nc2c1C,4%,/,?,/,/,0%,115%[activator]
O=C(NC(=S)Nc1cccc([N+](=O)[O-])c1)C1CCCC1,-18%,52*,14%,-4%,34*,-4%,-35%
Nc1ccc(-c2nc3ncccc3o2)c(Cl)c1,4%,60*,40%[activator],-5%,31*,-1%,-12%

# High-throughput results: PubChem BioAssay, National Center for Advancing Translational Sciences (NCATS)
